Source: PubChem
FXIa inh = inhibitors of human coagulation factor XIa | P03951 | purified FXIa, Boc-Glu-Ala-Arg-AMC fluorogenic substrate | inhibition, % at 5 µM | 220,000 compounds, 0.14% hits;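 active = inhibition of at least 40%; inactive = inhibition below 40%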;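 note: fluorescence of freed AMC excited at 355 nm; 0% = enzyme without compound and 100% = no enzyme blank; many of its hits are not listed in these tables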
Target sequence (P03951 19-387 limits assumed): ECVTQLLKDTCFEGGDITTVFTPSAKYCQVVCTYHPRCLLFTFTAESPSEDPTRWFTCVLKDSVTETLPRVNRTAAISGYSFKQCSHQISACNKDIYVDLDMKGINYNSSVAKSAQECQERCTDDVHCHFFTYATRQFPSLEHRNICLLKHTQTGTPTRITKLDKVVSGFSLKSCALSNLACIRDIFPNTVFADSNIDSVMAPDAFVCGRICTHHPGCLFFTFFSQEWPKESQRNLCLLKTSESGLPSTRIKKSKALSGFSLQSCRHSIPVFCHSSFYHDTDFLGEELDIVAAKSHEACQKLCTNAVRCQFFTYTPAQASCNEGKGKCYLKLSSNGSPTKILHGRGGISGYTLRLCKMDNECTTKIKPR
Target sequence (P03951 388-625 limits assumed): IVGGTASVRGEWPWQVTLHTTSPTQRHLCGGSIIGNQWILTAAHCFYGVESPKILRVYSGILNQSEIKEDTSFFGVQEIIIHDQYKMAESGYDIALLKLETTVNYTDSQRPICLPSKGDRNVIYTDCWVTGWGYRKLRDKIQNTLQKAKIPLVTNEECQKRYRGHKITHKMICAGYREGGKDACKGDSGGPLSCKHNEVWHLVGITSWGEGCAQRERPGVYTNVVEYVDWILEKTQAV
Hck-Nef inh = human Hck-Nef kinase inhibition. Recombinant Hck-YEEI plus Nef, Z-Lyte FRET kinase assay. 220,000 compounds, 0.68% hits. P08631. inhibition, % at 20 µM;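 active = Hck-Nef kinase inhibition above about 50%, limit read from the data; inactive = inhibition below that limit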;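 note: 0% = DMSO with Hck plus Nef and 100% = Hck alone without Nef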
Thrombin inh = blocks human thrombin protease activity; alpha-thrombin, Boc-VPR-AMC fluorogenic substrate cleavage; 220,000 compounds, 0.26% hits; AID 1046; inhibition, % at 5 µM; P00734;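 active = inhibition at or above 40%; inactive = inhibition below 40%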;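 note: 0% = enzyme with no compound and 100% = wells without enzyme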
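Material: Human alpha-thrombin protein | Buffer or medium: pH 7.5 Tris-saline with Tween 20 | Reagent: Boc-VPR-AMC substrate, 15 µM final | Schedule: Reaction at ambient temperature | Detection: AMC fluorescence at 355 nm excitation and 460 nm emission | Evaluation: Percent inhibition scaled between no-compound controls and no-enzyme blanks | Controls: no-compound enzyme wells and no-enzyme blanks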
Runt-SMMHC FRET = inhibitors of human RUNX1 Runt domain binding to CBFb-SMMHC | Q01196+Q13951 | Cerulean-Runt/Venus-CBFb-SMMHC FRET ratio 530/480, 1 h | inhibition, % at 20 µM | 220,000 compounds, 0.74% hits | AID 1434;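 active = mean inhibition across duplicate retests at 20 µM reaching about 50%, limit read from the data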;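 note: 0% = DMSO wells and 100% = wells with excess untagged CBFb-SMMHC; inhibitors lower the FRET ratio by blocking Runt binding to CBFb-SMMHC; some results filed as inactive read as strong as hits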
hK5 inh = blocks human kallikrein 5 protease activity. 210,000 compounds, 0.59% hits. recombinant hK5, fluorogenic AMC substrate cleavage. Q9Y337. inhibition, % at 5 µM;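 active = inhibition of 40% or more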;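 note: 0% = enzyme controls without compound and 100% = no-enzyme blanks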
Target sequence (Q9Y337 67-293 limits assumed): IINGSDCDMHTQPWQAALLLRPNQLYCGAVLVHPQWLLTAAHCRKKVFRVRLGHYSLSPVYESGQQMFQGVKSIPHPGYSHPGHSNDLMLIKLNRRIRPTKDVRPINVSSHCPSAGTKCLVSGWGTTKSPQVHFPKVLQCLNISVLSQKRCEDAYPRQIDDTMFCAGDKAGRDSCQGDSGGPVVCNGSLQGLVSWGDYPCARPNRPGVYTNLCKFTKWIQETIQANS
Wee1 degr inh = human Wee1 degradation inhibition, primary screen; P30291; reporter increase, % at 5 µM; 220,000 compounds, 1.2% hits; HeLa Luc-Wee1K328M stability, luciferase luminescence; 100% = proteasome inhibitor MG132 effect;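 active = activation above the mean of all tested compounds plus 3 SD, set per screening run, cut at about 8.8% in these data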;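 note: cells exposed to compound for 20 h before luminescence read; 0% = DMSO alone and 100% = MG132 at 30 µM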
Runt-CBFb FRET = blocks binding of human RUNX1 Runt domain to CBFb. Q01196+Q13951. Cerulean-Runt/Venus-CBFb FRET ratio 530/480, 1 h. inhibition, % at 20 µM. 220,000 compounds, 0.46% hits. AID 1496;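 active = inhibition over about 50% at 20 µM in the single-dose screen, limit read from the data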;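 note: 0% = DMSO wells and 100% = excess unlabeled CBFb competitor control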
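test system = Cerulean-Runt domain fusion protein, energy donor | probe or stimulus = Venus-CBFb binding partner, 100 nM | incubation = two 1 h room-temperature incubations shielded from light | detection = fluorescence energy transfer, 422 nm excitation, 530/480 nm emission | measure = loss of energy transfer signal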
14-3-3 Bad inh = disrupts binding of bovine 14-3-3 zeta to phospho-Bad peptide; 220,000 compounds, 0.71% hits; P63103; inhibition, % at 21.7 µM; TR-FRET 14-3-3zeta/Dy647-pBad peptide displacement, 1 h;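 active = inhibition above about 70%, limit read from the data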;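 note: 0% = full 14-3-3 plus peptide FRET controls and 100% = background without 14-3-3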
Target sequence (P63103 whole entry, looked up): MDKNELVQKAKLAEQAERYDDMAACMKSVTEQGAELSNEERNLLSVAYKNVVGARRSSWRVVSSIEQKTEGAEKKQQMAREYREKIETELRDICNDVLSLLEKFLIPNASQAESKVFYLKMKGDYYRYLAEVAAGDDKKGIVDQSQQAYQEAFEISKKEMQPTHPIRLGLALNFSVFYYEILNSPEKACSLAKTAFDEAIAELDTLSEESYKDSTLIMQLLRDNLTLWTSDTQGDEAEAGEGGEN
FXIIa inh = factor XIIa (human) inhibition | P00748 | purified FXIIa, Boc-QGR-AMC fluorogenic substrate, 2 h | inhibition, % at 5 µM | 220,000 compounds, 0.3% hits | AID 800; in the data active = inhibition above about 40%;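 note: 0% = enzyme with no compound and 100% = blank without enzyme; many of its hits are not listed in these tables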
The depositor's hits bear a star; x = no result given; [ ] = remark or other dose.

SMILES | FXIa inh | Hck-Nef inh | Thrombin inh | Runt-SMMHC FRET | hK5 inh | Wee1 degr inh | Runt-CBFb FRET | 14-3-3 Bad inh | FXIIa inh
Cc1cc(C)c(S(=O)(=O)N2CCOCC2)cc1NS(=O)(=O)c1cc(OCC(N)=O)c(C)cc1Cl | -5 | -2 | -2 | -9 | x | 0 | -2 | 3 | -1
CNC(=S)N/N=C/C1=CCC2CC1C2(C)C (stereo not drawn) | 4 | 9 | 2 | 62 | -5 | 1 | 3 | -7 | 13
CCOc1ncccc1C(=O)OCC(=O)Nc1ncc(C(F)(F)F)cc1Cl | -21 | 0 | -4 | -2 | -3 | 2 | -2 | -1 | -3
CC1Cc2ccccc2N1C(=O)CCn1c(=O)oc2ccccc21 (stereo not drawn) | 1 | 1 | -2 | -2 | -21 | -3 | 2 | 5 | 11
CN1CCN(C2=Cc3ccccc3Sc3cc(F)c(Cl)cc32)CC1 | 10 | 1 | 1 | 2 | -2 | 2 | -1 | 11 | 20
CCn1c(O)c(/C=C2\C=Nc3ccccc32)sc1=O | 1 | 19 | -3 | 3 | -6 | 5 | -2 | -3 | 9
CCCNC(=O)c1ccc(-c2nc3ccccc3s2)s1 | 5 | -22 | -21 | -16 | 0 | 2 | -3 | -23[fluorescence artefact?] | -5
COc1ccc(OC)c(NC(=O)c2nnn(CCc3ccccc3)c2N)c1 | -2 | 0 | -6 | 0 | -11 | -3 | 0 | -3 | 6
CN(CCN1CCc2ccccc2C1)Cc1nc(-c2ccc3c(c2)OCO3)no1 | -2 | -5 | -3 | -2 | x | -4 | -2 | 28 | 3
COc1ccc(NC(=O)NCCN2C(=O)C3C4C=CC(C4)C3C2=O)cc1 (stereo not drawn) | 0 | 16 | -2 | 3 | 2 | -2 | 2 | 8 | 12
C=CCn1c(SCC(=O)N2CCCC2)nc2cc(C(=O)NCC3CCCO3)ccc2c1=O (stereo not drawn) | 2 | -1 | -5 | 2 | -14 | -1 | 2 | 14 | 13
O=C(c1ccccc1)c1cn[nH]c1-c1ccccc1O | 4 | -4 | 0 | 0 | -10 | 3 | -2 | -5 | 12
COCCNC(=O)c1ccccc1NC(=O)C1COc2ccccc2O1 (stereo not drawn) | -5 | -2 | -1 | 2 | -3 | -1 | 1 | -2[fluorescence artefact?] | 10
CC(C)c1ccccc1NC1=CC(=O)CC(C)(C)C1 | 6 | 6 | -4 | 0 | -15 | 1 | -1 | -6 | 16
CCOCC(=O)Nc1nnc(Cc2ccc(OC)c(OC)c2)s1 | -1 | 0 | -2 | 2 | -5 | 1 | -2 | 3 | 18
CCN(CC)C(=O)N1CCN(S(=O)(=O)c2c(C)cc(C)cc2C)CC1 | -1 | 20 | -2 | x | 5 | 0 | x | -6 | 8
COc1ccc(SC[C@H](Cc2ccccc2)N2CCN(CCc3ccccc3)CCC2=O)cc1 | 1 | 24 | -2 | 1 | 0 | x | 0 | 0 | 9
COc1ccccc1N1CCN(Cc2ccsc2)CC1 | 15 | 3 | 3 | 1 | -7 | -4 | 54* | 69 | 2
CC(C)Oc1cc(NC(=O)CSCC(=O)Nc2cccc(C(F)(F)F)c2)c(Cl)cc1Cl | 5 | 0 | 0 | -5 | 3 | 3 | -3 | 5 | 20
CN(C)/C=C/C(=O)c1cnc(-c2ccccc2)s1 | 3 | 31 | -4 | -1 | -1 | 10* | -2 | -7 | 0
O=C(NCCN1CCN(Cc2ccccc2)CC1)c1cc2c(=O)[nH]c3ccccc3c2s1 | 3 | -4 | 3 | -1 | -32 | -3 | 1 | 19 | 0
CCOC(=O)C1CCN(C(=O)CN(c2cc(OC)ccc2OC)S(=O)(=O)c2ccccc2)CC1 | -5 | -4 | -4 | 4 | -3 | 1 | -4 | 3 | 8
Cc1ccc(C)c(OCC(=O)O/N=C(\N)c2cccnc2)c1 | 2 | 8 | -1 | -6 | 2 | 0 | -2 | 6 | 6
CCOC(=O)c1nnc(-c2ccc(C)cc2)nc1Sc1ccccc1Cl | 3 | 1 | 2 | -2 | -4 | -3 | 2 | -10 | 11
CCC(=O)N(C)CCc1cc2c(c(OC)c1/C=N/NC(=O)c1ccccc1O)OCO2 | 12 | 0 | 10 | -1 | 16 | 0 | -2 | 6 | 8
Next entries:
SMILES | FXIa inh | Hck-Nef inh | Thrombin inh | Runt-SMMHC FRET | hK5 inh | Wee1 degr inh | Runt-CBFb FRET | 14-3-3 Bad inh | FXIIa inh
CN1CCN(CCCNC(=O)Cn2ncc3c4ccccc4n(C)c3c2=O)CC1 | 3 | 7 | -1 | 2 | -5 | 1 | 0 | 2 | 13
Cc1ccc(C(C)C)c(OCCN(C)C)c1 | 2 | 3 | -5 | -6 | 9 | -2 | 1 | 22 | 4
COc1ccc(/C=C/C(=O)C2(O)CCCCC2)cc1OC | 25 | 18 | 3 | 1 | 24 | 0 | 2 | 3 | 10
C/C(CC(=O)Nc1cccc(C(F)(F)F)c1)=N\NC(=O)C1CCCCC1 | -1 | 18 | -5 | 2 | -5 | 0 | 0 | -11 | -1
O=C(NCC1COc2ccccc2O1)c1cc2ccccc2o1 (stereo not drawn) | 11 | 7 | 0 | 6 | 1 | 4 | -3 | -3[fluorescence artefact?] | 10
COc1ccccc1N1CN(Cc2ccccc2)CNC1=S | 3 | 3 | -7 | 0 | -8 | 0 | 1 | -6 | 1
CCN1CCCC1CNC(=O)c1cc2c(=O)n(C)c3ccccc3c2n1C (stereo not drawn) | 8 | 22 | -1 | 2 | -6 | -1 | -1 | 20 | 21
CN(C1CCCC1)C1CCN(C(=O)CNC(=O)/C=C/c2cccc(C(F)(F)F)c2)CC1 | -9 | -10 | -1 | 1 | -19 | -1 | -2 | -4 | -1
Cc1ccccc1C1=NC(C(F)(F)F)(C(F)(F)F)c2c(n(-c3ccc(F)cc3)c(=O)[nH]c2=O)N1 | 4 | 4 | -4 | -4 | -3 | 0 | 0 | -1 | 11
COc1ccc(C(=O)COC(=O)C(CC(C)C)N2C(=O)c3ccccc3C2=O)cc1 (stereo not drawn) | 7 | 0 | 0 | 0 | -5 | -2 | 1 | 0[fluorescence artefact?] | 15
COc1ccc(OC)c(S(=O)(=O)Nc2ccccc2C(F)(F)F)c1 | 12 | 0 | -2 | -4 | 0 | 1 | -2 | 12[fluorescence artefact?] | 13
C=CCNC(=O)CSc1ccc(Cl)cc1 | 0 | 1 | -1 | -1 | 1 | -2 | -1 | 4 | 9
COc1ccc2c(c1)C(c1cccs1)=NNC(c1ccncc1)=N2 | -2 | 6 | -4 | 2 | x | -1 | -1 | 5 | 5
c1cc2c(cc1C1CCCCC1)c1c3n2CCCNC3CCC1 (stereo not drawn) | -4 | 7 | 3 | -7 | -5 | 2 | 0 | -3 | 11
COc1ccc(C2=[N+](C)CCn3cccc32)c(OC)c1 | 5 | -1 | 25 | 1 | 35 | 1 | 3 | 36 | 69*
Cc1nn2c(NCCCn3ccnc3)cc(C(C)C)nc2c1-c1ccccc1 | -6 | 6 | -1 | -2 | -13 | -1 | -4 | -7 | 1
CCOC(=O)Cn1nc(C)n(-c2cccc(Cl)c2)c1=O | -5 | 0 | 24 | -2 | -17 | -3 | 3 | 7 | -3
CCn1c(SCC(=O)NCC(=O)Nc2ccc(F)cc2)nnc1-c1ccncc1 | 1 | -1 | -7 | -2 | -8 | 1 | 0 | 13[fluorescence artefact?] | 12
Cc1ccc(S(=O)(=O)N(CC2CO2)c2ccccc2[N+](=O)[O-])cc1 (stereo not drawn) | 3 | 15 | -7 | x | 8 | -2 | x | 10 | 7
COc1ccc(OC)c(NC(=O)CC(NCCC2=CCCCC2)C(=O)O)c1 (stereo not drawn) | 2 | 1 | -1 | -1 | -12 | -1 | 0 | 7 | 7
COc1ccccc1-n1c(N)c(C(N)=O)sc1=S | -1 | -1 | 0 | 24 | -23 | -1 | 12 | 2 | 11
Cc1nn(-c2ccccc2)c2sc(C(=O)NNC(=O)COc3ccccc3)cc12 | -17 | 12 | -2 | 128 | -22 | 0 | 121* | 12 | 4
Cn1cc(CN2CCC(C(O)c3cccs3)CC2)c(-c2cccc(Cl)c2)n1 (stereo not drawn) | -3 | 19 | -10 | -3 | -1 | -4 | 2 | -7 | 8
COc1ccc(C2Oc3ccccc3N2C(C)=O)cc1 (stereo not drawn) | -5 | 0 | -5 | 5 | -5 | 1 | -2 | 18 | 7
COc1ccc(NC(=O)N2CCC(c3ccccc3)C2)c(OC)c1 (stereo not drawn) | -1 | 2 | -12 | 2 | -17 | -2 | 2 | 7 | 6
Later entries.
SMILES | FXIa inh | Hck-Nef inh | Thrombin inh | Runt-SMMHC FRET | hK5 inh | Wee1 degr inh | Runt-CBFb FRET | 14-3-3 Bad inh | FXIIa inh
O=C(COc1ccccc1F)Nc1cc(S(=O)(=O)N2CCOCC2)ccc1N1CCOCC1 | 9 | 2 | -6 | 0 | -2 | -4 | -4 | -14 | 8
CN(C)c1ccc(NC(=S)N(CCc2ccccc2)C2CC(=O)N(c3c(Cl)cccc3Cl)C2=O)cc1 (stereo not drawn) | 5 | 0 | -2 | -10 | 0 | 1 | 2 | 8[fluorescence artefact?] | -2
CSCCC(NC(=O)OC(C)(C)C)C(=O)Oc1ccc2c(=O)c(-c3ccc4c(c3)OCCO4)coc2c1 (stereo not drawn) | 0 | 1 | 1 | 3 | 8 | 9.9* | x | 2 | 16
CC1CC(C)(C)NC(=S)N1CCC(=O)N1CCN(Cc2ccccc2)CC1 (stereo not drawn) | -3 | 21 | -2 | -4 | 0 | -3 | 0 | -16 | 4
CN(/N=C/c1ccc(Cl)cc1Cl)c1ncc(Cl)cc1C(F)(F)F | -9 | 3 | -2 | 1 | -9 | -1 | -1 | -6 | 4
Cc1cc(Cl)ccc1OCC(=O)Nc1ccccc1NS(=O)(=O)c1cccs1 | 0 | 28 | -2 | -2 | 0 | -1 | -2 | -3 | 13
O=C(NN=C1CCCCCCCCCCC1)c1ccncc1 | -7 | 17 | 12 | -7 | -5 | 4 | -3 | -12 | 2
COc1cccc(C(=O)N(Cc2cccs2)C2CCS(=O)(=O)C2)c1 (stereo not drawn) | -1 | 13 | 8 | -1 | -4 | 1 | 1 | -7 | 3
Cn1nc(C(F)(F)F)c(-c2ccccc2)c1NC(=O)CCC(=O)O | 27 | -12 | 31 | -1 | 43* | 1 | 0 | 1 | 30

4 compounds drawn at random from the list so far, as already listed:
SMILES | FXIa inh | Hck-Nef inh | Thrombin inh | Runt-SMMHC FRET | hK5 inh | Wee1 degr inh | Runt-CBFb FRET | 14-3-3 Bad inh | FXIIa inh
CCOC(=O)c1nnc(-c2ccc(C)cc2)nc1Sc1ccccc1Cl | 3 | 1 | 2 | -2 | -4 | -3 | 2 | -10 | 11
COc1ccc(/C=C/C(=O)C2(O)CCCCC2)cc1OC | 25 | 18 | 3 | 1 | 24 | 0 | 2 | 3 | 10
COc1ccccc1N1CCN(Cc2ccsc2)CC1 | 15 | 3 | 3 | 1 | -7 | -4 | 54* | 69 | 2
O=C(NN=C1CCCCCCCCCCC1)c1ccncc1 | -7 | 17 | 12 | -7 | -5 | 4 | -3 | -12 | 2

Compounds were not picked by outcome; any-hit rate near 4.2%.
